Screening results from PubChem.
AHR act: human AHR activation. AHR-responsive luciferase reporter cells, luminescence. P35869. AID 2796. 2.5% of 320,000 active. activation, % at 5 µM; in the data active = activation above about 47%;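 also: 0% = vehicle wells and 100% = reference agonist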
RPL19A TOR yeast: modulators of TOR pathway RPL19A-GFP in S. cerevisiae | 0.3% of 330,000 active | S. cerevisiae RPL19A-GFP strain, flow cytometry, 3 h; active compounds read low | percent response vs DMSO, % at 10 µM;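 active = percent response vs DMSO below 50%; inconclusive = fewer than 70 events counted for the yeast strain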;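 also: median channel GFP fluorescence of the barcoded RPL19A-GFP strain; ratio of sample median GFP to plate DMSO average so 100% = DMSO; lower means less RPL19A-GFP as with rapamycin TOR inhibition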
proCasp3 act: activates human procaspase-3; recombinant procaspase-3 D3A, Ac-DEVD-pNA absorbance 405 nm; 0.11% of 330,000 active; P42574; activation, % at 8.5 µM;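 active = activation above the mean of all tested compounds plus 3 SD, cut at about 21% in these data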;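 also: 0% = DMSO alone and 100% = DMSO wells spiked with extra 5 µM PC-3 D3A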
Target sequence (P42574 whole entry D9A/D28A/D175A): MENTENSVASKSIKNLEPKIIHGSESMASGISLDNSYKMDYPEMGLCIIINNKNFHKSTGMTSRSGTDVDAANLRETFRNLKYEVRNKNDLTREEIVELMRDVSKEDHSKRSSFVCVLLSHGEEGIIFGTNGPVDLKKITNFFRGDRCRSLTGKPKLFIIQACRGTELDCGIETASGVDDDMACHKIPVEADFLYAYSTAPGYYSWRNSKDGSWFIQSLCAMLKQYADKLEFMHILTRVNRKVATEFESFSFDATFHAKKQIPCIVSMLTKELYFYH
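Assay system – Procaspase-3 D3A mutant · Benchmarks – DMSO low control, extra-enzyme high control · Technique – 405 nm absorbance of p-nitroaniline, reads at 0 and 120 min · Doses – 8.5 µM nominal · Measure – % activation between DMSO and enzyme-spiked controls · Also added – Ac-DEVD-pNA chromogenic peptide substrate · Schedule – 1 h compound preincubation, 2 h substrate hydrolysis at 25 °C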
CIT2 TOR yeast: modulators of TOR pathway CIT2-GFP in S. cerevisiae. S. cerevisiae CIT2-GFP strain, flow cytometry, 3 h; 100 means same as DMSO wells. GFP response vs DMSO, % at 10 µM. 0.065% of 320,000 active;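 active = GFP response relative to DMSO above a set limit, near the screen mean plus 3 SD, cut at about 150% in these data; inconclusive = Fewer than 70 cells measured for a yeast strain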;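 also: ratio of well median GFP fluorescence to mean of DMSO wells on the plate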
MEP2-GFP yeast: yeast TOR pathway MEP2-GFP modulation. S. cerevisiae MEP2-GFP strain, flow cytometry GFP, 3 h; 100% = DMSO control level. GFP response vs DMSO, % at 10 µM. 0.51% of 330,000 active. AID 2016;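 active = GFP response versus DMSO above a set limit, roughly screen mean plus 3 SD, cut at about 180% in these data; inconclusive = fewer than 70 cells counted for a yeast strain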;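 also: median GFP fluorescence of the barcode-gated MEP2-GFP cells per well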
AGP1-GFP MLPCN: alters AGP1-GFP fluorescence in TOR pathway yeast screen | 0.02% of 320,000 active | GFP response vs DMSO, % at 10 µM | S. cerevisiae AGP1-GFP multiplex flow cytometry, 3 h; GFP as percent of DMSO wells;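 active = GFP response relative to DMSO above a set limit, near screen average plus 3 SD, cut at about 150% in these data; inconclusive = fewer than 70 cells counted for the yeast strain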;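 also: median GFP channel fluorescence of the gated AGP1 strain per well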
procasp7 counter: activates human procaspase-7, counter-screen for procaspase-3 activators; P55210; recombinant procaspase-7, Ac-DEVD-pNA absorbance 405 nm; D23A/D198A/D206A triple mutant, cannot self-cleave; scale: DMSO 0, 5 µM enzyme 100; AID 463210; activation, % at 8.5 µM; 0.093% of 330,000 active;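 active = percent activation above the screen-wide mean plus 3 SD, cut at about 25% in these data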
Target sequence (P55210 whole entry D23A/D198A/D206A): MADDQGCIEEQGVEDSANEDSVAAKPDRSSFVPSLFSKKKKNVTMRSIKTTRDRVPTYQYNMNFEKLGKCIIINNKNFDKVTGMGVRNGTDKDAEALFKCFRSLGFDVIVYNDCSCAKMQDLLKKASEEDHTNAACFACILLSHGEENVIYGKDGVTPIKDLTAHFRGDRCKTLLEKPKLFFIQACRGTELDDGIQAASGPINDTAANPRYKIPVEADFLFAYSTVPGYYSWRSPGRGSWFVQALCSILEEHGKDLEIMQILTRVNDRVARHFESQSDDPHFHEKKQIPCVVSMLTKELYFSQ
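Assay system: Uncleavable procaspase-7 mutant enzyme | Input: 2 µM procaspase-7 mutant as dispensed | Timing: 1 h compound preincubation, 2 h substrate cleavage, 25 °C | Repeats: One well per compound | Control set: DMSO wells as 0%, DMSO with 5 µM added PC-7 as 100% | Technique: Epi-absorbance of released pNA at 405 nm, two timepoints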
LAP4-GFP MLPCN: yeast TOR pathway LAP4-GFP modulation. 0.34% of 320,000 active. GFP response vs DMSO, % at 10 µM. S. cerevisiae LAP4-GFP multiplex, flow cytometry GFP, 3 h; median GFP as percent of DMSO wells;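 active = GFP response vs DMSO above a set limit, about the screen mean plus 3 SD, cut at about 150% in these data; inconclusive = under 70 cell events counted for the yeast strain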
Starred values were filed as active, the others as inactive; ? = inconclusive; . = not tested or not shown.

SMILES	AHR act	RPL19A TOR yeast	proCasp3 act	CIT2 TOR yeast	MEP2-GFP yeast	AGP1-GFP MLPCN	procasp7 counter	LAP4-GFP MLPCN
COc1ccc([C@@H]2CC=C(C(=O)O)CN2S(=O)(=O)c2ccc(Cl)cc2)cc1	-0.9	95.7	-5.3	110.3	83.1	85.4	3.8	131.5
O=C1c2ccccc2NC(c2ccccn2)N1c1ccc(Cl)cc1 (configuration not stated)	37.9	100.8	1.8	104.8	108.9	104.4	4.0	108.0
CC(=O)c1c(OC(=O)c2ccccc2)c2ccccc2n1C	6.4	?	7.5	?	?	?	1.4	?
Cc1ccccc1Nc1c(-c2ccc(N3CCOCC3)cc2)nc2ncccn12	-0.5	94.3	-2.7	106.0	96.7	100.3	-2.8	100.6
COc1ccc(-n2nc3cc(C)c(NC(=S)NC(=O)c4ccccc4C)cc3n2)cc1	6.5	97.8	8.4	98.0	98.7	.	1.2	103.2
Cc1ccc(NC(=O)CC2SCCNC2=O)cc1Cl (configuration not stated)	6.3	105.0	2.9	113.9	108.0	110.2	2.3	106.5
CS(=O)(=O)N(CC(=O)NCCSCc1ccccc1)c1ccccc1Br	-0.8	96.1	0.4	91.6	93.4	88.5	6.2	84.7
O=c1c2ccccc2c(C=NCc2ccccn2)c(O)n1-c1ccccc1Cl	-0.8	94.5	-2.3	92.8	93.2	96.4	3.9	101.0
Cc1nc(SCC(=O)O)c(C#N)c2c1CCCC2	1.2	111.2	10.9	110.9	102.4	107.7	-2.4	105.0
COc1cc(C(=O)Nc2ccc3c(c2)OCCO3)ccc1-n1cnnn1	5.2	102.4	-2.2	96.2	107.6	105.1	-1.1	99.6
COC(=O)CNC(=O)COC(=O)c1cc(Cl)cc(Cl)c1N	4.7	95.4	2.4	93.2	101.0	.	4.3	98.6
O=C(CCN1C(=O)/C(=C\c2ccccc2)SC1=S)N1CCCCC1	-2.5	100.7	-1.0	94.8	95.1	97.1	3.2	92.7
CCOC(=O)C1=C(CSCc2ccccc2)NC(=O)NC1c1cc(C)ccc1C (configuration not stated)	-1.1	94.8	1.3	95.4	107.5	.	1.0	106.9
CCNc1nc(NC(C)(C)C)nc(N(CC)n2cnnc2)n1	2.1	98.7	-3.1	107.1	100.8	106.5	4.0	104.5
COc1ccc(NS(=O)(=O)c2ccc(C)c(C(=O)NCCCN3CCCC3=O)c2)cc1	-1.4	96.3	-2.0	99.9	101.7	97.0	-9.1	98.9

Complete entries, looked up by structure. Order of values: AHR act | RPL19A TOR yeast | proCasp3 act | CIT2 TOR yeast | MEP2-GFP yeast | AGP1-GFP MLPCN | procasp7 counter | LAP4-GFP MLPCN
Record of Cc1ccc(NC(=O)CC2SCCNC2=O)cc1Cl (configuration not stated) : 6.3 | 105.0 | 2.9 | 113.9 | 108.0 | 110.2 | 2.3 | 106.5
Record of O=C(CCN1C(=O)/C(=C\c2ccccc2)SC1=S)N1CCCCC1 : -2.5 | 100.7 | -1.0 | 94.8 | 95.1 | 97.1 | 3.2 | 92.7
Record of CS(=O)(=O)N(CC(=O)NCCSCc1ccccc1)c1ccccc1Br : -0.8 | 96.1 | 0.4 | 91.6 | 93.4 | 88.5 | 6.2 | 84.7

New compounds follow:
SMILES	AHR act	RPL19A TOR yeast	proCasp3 act	CIT2 TOR yeast	MEP2-GFP yeast	AGP1-GFP MLPCN	procasp7 counter	LAP4-GFP MLPCN
COC(=O)c1ccc(NC(=O)c2cccc(Cl)c2)o1	0.2	99.7	3.0	108.1	102.3	101.4	4.1	100.0
CC1CCN(S(=O)(=O)c2ccc(S(=O)(=O)NCC(=O)C(C)(C)C)cc2)CC1	-0.8	102.0	5.4	106.3	101.2	107.3	-0.1	97.7
O=C(N/N=C/c1cccc(NC(=O)c2ccc(Cl)cc2)c1)c1ccc(O)cc1	25.9	95.4	6.5	103.0	102.8	106.8	3.9	106.0
CC(OC(=O)Cn1[nH]c(=O)c2ccccc2c1=O)C(=O)c1ccccc1 (configuration not stated)	4.2	94.2	1.9	96.4	93.8	95.8	-0.6	94.5
CC12CCC(C(N)=O)(c3nc4ccccc4nc31)C2(C)C (configuration not stated)	-1.3	97.7	2.4	98.8	107.7	107.4	1.8	94.7
COc1ccc(-c2nnn(CC(=O)N(Cc3ccccc3Cl)C(C(=O)NCC3CCCO3)c3ccco3)n2)cc1OC (configuration not stated)	1.2	100.2	-6.2	106.5	102.4	99.1	-10.1	97.1
Cc1cc(C(=O)O)cc(S(=O)(=O)N2CCOCC2)c1C	1.1	96.8	10.5	.	92.6	106.1	-8.8	98.2
COc1cccc(C2Cc3ccccc3C(=O)O2)c1 (configuration not stated)	-1.2	101.9	-5.9	100.8	104.7	97.2	4.0	96.2
Cc1ccc(-n2c3c(c(=O)[nH]c2=O)C(NS(=O)(=O)c2ccc(Cl)cc2)(C(F)(F)F)C(=O)N3)cc1 (configuration not stated)	-0.8	103.8	-1.0	105.1	79.4	93.8	-3.3	87.0
CSCCC(NS(=O)(=O)c1ccc(C)cc1)C(=O)NC1CCCCCC1 (configuration not stated)	2.5	92.7	1.9	93.2	98.2	100.4	-4.5	97.7
COc1ccc(-c2csc3ncnc(Sc4nnnn4C)c23)cc1	0.7	94.2	-2.0	95.8	95.9	100.3	-2.7	99.4
Cc1ccc(C(=O)N2CCN(c3ccccn3)CC2)cc1Cl	7.6	100.8	0.9	96.8	100.3	95.2	-7.7	86.0
COc1ccc(CNC(=O)NS(=O)(=O)c2ccc(C)cc2)cc1	-0.1	100.8	6.0	80.1	92.5	86.8	-5.4	93.0
O=[N+]([O-])c1ccc(OCCCOc2cccc3cccnc23)cc1	-0.7	102.2	2.1	107.0	114.6	101.3	3.3	105.1
CC(C)OCCCNC(=O)COCC(=O)Nc1ccc(OCCc2ccccc2)cc1	0.2	100.8	5.0	102.9	107.4	99.5	6.1	99.9
N#Cc1ccccc1NC(=O)CSc1ccc([N+](=O)[O-])cn1	0.6	101.9	-7.9	94.6	107.7	114.5	-4.6	123.2
O=C(COc1ccccc1)N1CCN(c2ncnc3c2cnn3-c2ccccc2)CC1	5.4	94.5	-4.7	84.9	189.9*	103.2	17.8	95.3
COc1ccc(C(=O)N2CCN(c3c(C)cccc3C)CC2)cc1OC	-0.5	98.2	-3.7	101.3	106.9	102.7	5.7	96.5
Cc1c(NC(=O)C(C)Sc2nc3ccccc3c(=O)n2CCO)c(=O)n(-c2ccccc2)n1C (configuration not stated)	0.8	100.4	-1.2	110.3	102.8	99.5	-6.9	111.5
CC(NC(=O)c1ccc2c(=O)n3c(nc2c1)CCC3)c1ccc(S(N)(=O)=O)cc1 (configuration not stated)	-1.1	97.3	5.0	95.8	96.6	99.0	2.4	101.7
Cc1ccc(S(=O)(=O)N2CCC(C(=O)NNC(=O)c3ccccc3)CC2)cc1	2.4	103.1	0.1	111.9	102.1	106.1	4.9	97.5
Cc1ccc(C(=O)NNC(=S)NC(=O)c2ccccc2)cc1	0.8	105.8	4.3	108.5	107.2	116.3	-21.5	131.1
Cc1cccc(Nc2nnc(SCC(=O)N(C)C3CCS(=O)(=O)C3)s2)c1C (configuration not stated)	-0.6	101.5	5.4	111.5	98.9	99.2	10.8	94.3
COc1ccc(N/C=C/C(=O)c2cc(OC)c(OC)c(OC)c2)cc1	-3.0	97.6	8.5	86.0	94.5	83.8	4.1	82.6
C/C(=N\NC(=O)c1c(Br)c(C)nn1C)c1cccc(NC(=O)C2CCC2)c1	-2.5	89.0	3.1	162.3*	156.5	126.1	6.7	137.6
NC(=O)C(=O)N/N=C1\CCc2ccccc21	15.0	95.5	7.0	88.8	103.9	93.6	1.4	98.2
Oc1ccccc1C1CCCCC1c1ccccc1 (configuration not stated)	-2.6	102.4	4.4	94.5	106.2	89.5	2.2	107.7
Cc1ccc(Cl)cc1NC(=O)C(=O)N/N=C/c1ccc2c(c1)OCO2	.	105.9	.	98.6	98.1	93.9	.	67.7
O=C1CN(C(=O)/C=C/c2ccc(Br)cc2)CCN1	.	103.2	.	98.2	105.9	99.1	.	94.7
O=C(Nc1ccc(C(F)(F)F)cc1Cl)c1ccc(Cn2cc(Br)cn2)o1	32.0	109.1	2.3	83.0	95.5	80.8	-8.5	101.4
Cc1ccc(NC(=O)CSc2nnc(/N=C/N(C)C)s2)cc1	1.7	94.9	4.8	101.3	98.3	102.3	7.4	98.8
COc1ccccc1S(=O)(=O)Cc1ccc(C(=O)N2CCOCC2)o1	0.9	97.3	-5.3	96.4	105.0	100.6	4.5	100.2
O=c1c2c(O)cc(O)cc2oc2c(O)ccc(O[C@H]3O[C@@H](CO)[C@H](O)[C@@H](O)[C@@H]3O)c12	-0.1	106.7	2.3	106.7	104.6	112.6	3.8	115.2
CC1(C)C=Cc2c(c3c(c4c(=O)c(-c5ccc(O)cc5)coc24)OC(C)(C)CC3)O1	-0.4	97.2	-3.2	93.6	94.1	101.4	-1.6	106.4
COc1ccc(NC(=O)CSc2nnc(-c3ccoc3C)n2CCc2ccccc2)cc1	3.9	104.2	-7.2	106.0	106.5	104.6	-5.8	102.1
CCC(CC)c1nc(NCCC(=O)O)c2ccccc2n1	-1.2	93.4	3.6	95.8	98.8	100.4	-2.9	90.2
CCOC(=O)c1sc(NC(=O)c2ccccc2F)c(C(N)=O)c1C	18.3	100.1	5.2	100.9	101.0	90.6	-8.9	87.7
COc1ccc(NC(=O)CC2C(=O)N(CCc3ccccc3)C(=S)N2Cc2cccnc2)cc1 (configuration not stated)	0.9	97.1	1.6	97.8	93.7	101.0	-4.8	103.8
FC(F)(F)c1cccc(Cn2cnc(NC(=S)NCCc3ccccc3)n2)c1	1.5	101.5	7.3	102.3	103.5	98.8	5.6	99.8
C=CCn1cc(C(=O)N2CCN(C)CC2)c(=O)c2cc(S(=O)(=O)N(CC)CC)ccc21	-0.4	94.1	-1.3	96.5	92.6	92.0	-3.0	91.9
Cc1ccc(S(=O)(=O)N2CCC[C@H]2C(=O)Nc2ccc(F)cc2C)cc1	23.5	92.1	-2.9	81.2	89.5	93.4	-4.8	87.8
COc1ccc(CCn2c(NN=C(C)C)nc3c2c(=O)[nH]c(=O)n3C)cc1	18.4	95.8	1.3	99.1	96.3	104.8	-4.0	103.9
COc1cccc(CNC(=O)Cc2c(C(=O)O)[nH]c3ccccc23)c1	6.8	92.3	-1.6	94.1	95.4	87.0	-0.1	91.8
CC(C)c1ccc(NC(=O)CN2C(=O)NC(C)(C3CC3)C2=O)cc1 (configuration not stated)	3.6	96.0	3.3	97.3	97.1	98.0	8.7	90.1

In another format: entries from further up
Molecule,AHR act,RPL19A TOR yeast,proCasp3 act,CIT2 TOR yeast,MEP2-GFP yeast,AGP1-GFP MLPCN,procasp7 counter,LAP4-GFP MLPCN
Cc1ccc(NC(=O)CSc2nnc(/N=C/N(C)C)s2)cc1,1.7,94.9,4.8,101.3,98.3,102.3,7.4,98.8
COc1ccccc1S(=O)(=O)Cc1ccc(C(=O)N2CCOCC2)o1,0.9,97.3,-5.3,96.4,105.0,100.6,4.5,100.2
O=c1c2c(O)cc(O)cc2oc2c(O)ccc(O[C@H]3O[C@@H](CO)[C@H](O)[C@@H](O)[C@@H]3O)c12,-0.1,106.7,2.3,106.7,104.6,112.6,3.8,115.2
